Screening results: PubChem BioAssay, National Center for Advancing Translational Sciences (NCATS)
FLuc inh: blocks Photinus pyralis firefly luciferase activity | P08659 | purified firefly luciferase, luminescence, 8 min | Potency, µM (top dose mostly 57.1 µM), for inactives: top-dose activity change, negative = inhibition, hits mostly inhibitors | 72,000 tested, 2.2% active; further: potency means the concentration at half of the fitted maximal effect; on the % scale 0 is the no-effect control and ±100 the full control effect; nearly all actives have a fitted effect of over 40% in size
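Firefly luciferase (PKLight detection mix) with 10 uM ATP in pH 7.2 imidazole buffer (KCl, MgCl2, Tween 20, BSA). Compounds tested across a concentration series (qHTS). Luminescence read after 8 min at ambient temperature.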
CRE-bla Fsk: alters forskolin-stimulated CRE reporter signaling in CHO cells; Potency, µM (highest dose often 38.2 µM), without a hit: at the top dose activity change, negative = inhibition, actives largely listed as activators; CHO CRE-bla reporter (cAMP response element driving beta-lactamase), forskolin EC10, beta-lactamase ratio; 71,000 tested, 2.5% active; active means well fitted activation curve with a large enough effect in the signal ratio, with a control signal flat, not every such curve was filed as active; inconclusive means small, poorly fitted or top-dose-only effect, or effect the other way, or a change in a side signal; the % refers to the signal ratio; further: potency means the concentration at half of the fitted maximal effect; % of control where 0% means no effect
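CRE-bla CHO cells stimulated with EC10 NKH 477 (water-soluble forskolin) and compound titrations, 3 h at 37C; beta-lactamase read with CCF4 after 2 h at room temperature. Activity from 460/530 nm emission ratio, AC50 values for positive or negative modulation.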
BRCT PPI green: BRCA1 BRCT-phosphoprotein interaction inhibition; P38398; BRCA1 BRCT-phosphopeptide binding, green fluorescence polarization; Potency, µM (top dose mostly 76.9 µM), inactives show at the top dose activity change, negative = inhibition, hits mostly inhibitors; 75,000 tested, 0.05% active; AID 875;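 further: potency means the concentration at half of the fitted maximal effect; plate controls were peptide without protein for full effect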
Target sequence (P38398 whole entry, looked up): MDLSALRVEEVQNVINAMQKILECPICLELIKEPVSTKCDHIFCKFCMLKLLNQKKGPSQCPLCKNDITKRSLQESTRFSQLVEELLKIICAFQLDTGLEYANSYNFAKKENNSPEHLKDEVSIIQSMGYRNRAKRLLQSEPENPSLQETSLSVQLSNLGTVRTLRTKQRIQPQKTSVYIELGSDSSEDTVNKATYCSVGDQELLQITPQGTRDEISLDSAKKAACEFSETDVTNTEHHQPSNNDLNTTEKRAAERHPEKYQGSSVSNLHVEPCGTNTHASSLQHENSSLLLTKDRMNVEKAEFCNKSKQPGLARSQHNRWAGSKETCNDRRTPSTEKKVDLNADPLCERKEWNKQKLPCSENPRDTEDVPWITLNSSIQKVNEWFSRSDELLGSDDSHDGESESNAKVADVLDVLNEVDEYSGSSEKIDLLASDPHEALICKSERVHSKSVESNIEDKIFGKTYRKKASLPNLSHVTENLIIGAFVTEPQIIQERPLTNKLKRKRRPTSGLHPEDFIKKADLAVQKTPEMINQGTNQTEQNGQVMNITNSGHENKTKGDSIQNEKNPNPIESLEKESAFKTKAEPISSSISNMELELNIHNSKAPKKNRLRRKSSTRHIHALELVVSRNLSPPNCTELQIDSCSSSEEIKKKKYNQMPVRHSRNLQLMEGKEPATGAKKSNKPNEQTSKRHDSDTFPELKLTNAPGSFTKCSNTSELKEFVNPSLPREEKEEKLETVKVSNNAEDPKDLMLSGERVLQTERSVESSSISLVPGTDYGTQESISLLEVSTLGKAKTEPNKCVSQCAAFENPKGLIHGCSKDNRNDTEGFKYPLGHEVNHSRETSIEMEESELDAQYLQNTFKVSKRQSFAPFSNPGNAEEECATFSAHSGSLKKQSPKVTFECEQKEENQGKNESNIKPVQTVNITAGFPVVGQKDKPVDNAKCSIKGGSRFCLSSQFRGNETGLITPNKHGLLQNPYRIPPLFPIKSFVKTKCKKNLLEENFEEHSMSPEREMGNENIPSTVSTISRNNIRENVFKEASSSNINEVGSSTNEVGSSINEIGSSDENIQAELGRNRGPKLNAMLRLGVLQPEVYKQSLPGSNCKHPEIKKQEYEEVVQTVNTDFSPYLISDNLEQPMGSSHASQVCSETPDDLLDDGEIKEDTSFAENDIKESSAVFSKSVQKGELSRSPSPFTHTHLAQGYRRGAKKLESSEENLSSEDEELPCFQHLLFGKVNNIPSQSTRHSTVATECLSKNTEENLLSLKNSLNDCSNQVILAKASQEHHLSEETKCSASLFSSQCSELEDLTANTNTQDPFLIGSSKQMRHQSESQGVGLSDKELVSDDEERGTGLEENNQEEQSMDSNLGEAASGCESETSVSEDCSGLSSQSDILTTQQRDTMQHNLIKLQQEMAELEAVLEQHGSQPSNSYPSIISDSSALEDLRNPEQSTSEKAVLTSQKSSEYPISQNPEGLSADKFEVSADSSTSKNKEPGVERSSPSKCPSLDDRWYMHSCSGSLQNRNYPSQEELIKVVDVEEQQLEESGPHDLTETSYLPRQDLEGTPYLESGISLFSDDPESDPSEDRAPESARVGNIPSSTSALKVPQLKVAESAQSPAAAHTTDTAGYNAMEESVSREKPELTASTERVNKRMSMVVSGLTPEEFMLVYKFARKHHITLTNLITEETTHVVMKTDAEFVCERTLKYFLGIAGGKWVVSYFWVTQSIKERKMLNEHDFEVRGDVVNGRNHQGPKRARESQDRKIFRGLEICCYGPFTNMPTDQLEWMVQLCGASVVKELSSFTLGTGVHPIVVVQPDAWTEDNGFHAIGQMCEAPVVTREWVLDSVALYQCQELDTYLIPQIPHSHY
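Compounds were incubated for 12 min at room temperature with a complex of 100 nM fluorescein-tagged pBACH1 decapeptide and 250 nM His-tagged BRCT protein. Buffer was phosphate pH 7.3 with EDTA, DTT and Tween 20. Disruption of binding lowers the polarization signal.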
Caspase-7 inhib: caspase-7 (human) inhibition, allosteric or competitive; P55210; recombinant caspase-7, Ac-DEVD-AFC fluorescence rate; Potency, µM (series often up to 57.5 µM), without a hit: at the top dose activity change, negative = inhibition, actives largely listed as inhibitors; 75,000 tested, 0.02% active; active means well fitted inhibition curve with a large enough effect in the main read-out, with a control signal flat, not every such curve was filed as active; inconclusive means small, poorly fitted or top-dose-only effect, or a change in a side signal; further: potency means the concentration at half of the fitted maximal effect; % of control where 0% means no effect
USP2a inh: inhibitors of human ubiquitin-specific protease USP2a. O75604. USP2a enzymatic assay, qHTS inhibition. Potency, µM (highest dose often 38.3 µM), for the others: at the top dose activity change, negative = inhibition, usual class: inhibitors. 60,000 tested, 0.1% active;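 further: potency means the concentration at half of the fitted maximal effect; nearly all actives have a fitted effect of over 60% in size; plate controls were DMSO for no effect and NEM full inhibition control for full effect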
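USP2 core (20 nM final) was preincubated with compound for 30 min at RT in 20 mM Tris-HCl pH 8.0, 2 mM CaCl2, 2 mM beta-mercaptoethanol; Ub-PLA2 (20 nM) plus NBD C6-HPC (20 uM) then added, fluorescence read after 2.5 h.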
A350 autofl: compounds fluorescent in Alexa 350 spectral region; 59,000 tested, 11% active; Compound autofluorescence, 340/450 nm, Alexa 350 dye-equivalents; active compounds read high; max dye-equivalent concentration, M; in the data active means max dye-equivalent concentration above about 10 nM; inconclusive means mostly about 1.1 nM to 9.6 nM
Caspase-1 inhib: caspase-1 (human) inhibition, allosteric or competitive. P29466. Caspase-1 enzyme, Ac-WEHD-AFC fluorogenic rate. Potency, µM (doses to about 57.5 µM), without a hit: at the highest dose activity change, negative = inhibition, usual class: inhibitors. 75,000 tested, 0.03% active. AID 900;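 further: potency means the concentration at half of the fitted maximal effect; plate controls were vehicle for no effect and no substrate for full effect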
Tau fil binding: tau filament binding; P10636; recombinant tau filaments, thioflavin S fluorescence, 15 h; filaments grown with octadecylsulfate alongside compound; Potency, µM (titrated, usually from 57.1 µM), for the others: at the top dose activity change, negative = inhibition; 71,000 tested, 2% active; AID 596;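 further: potency means the concentration at half of the fitted maximal effect; on the % scale 0 is the no-effect control and ±100 the full control effect; actives lower thioflavin S fluorescence by blocking filaments or displacing dye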
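Thioflavine S fluorescence (ex 450, em 510 nm) reports filaments formed from 1 uM human tau plus 30 uM ODS over 15 h at 37 C (10 mM HEPES pH 7.4, 100 mM NaCl, 5 mM DTT); compounds displacing dye or blocking filaments lower signal.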
BRCT inh red: disrupts BRCA1 BRCT binding to phosphoprotein, red fluorophore readout | Potency, µM (highest dose often 76.9 µM), for the others: at the top dose activity change, negative = inhibition, most hits filed as inhibitors | P38398 | AID 892 | BRCT-phosphopeptide binding, red fluorescence polarization | 75,000 tested, 0.03% active; further: on the % scale 0 is the no-effect control and ±100 the full control effect
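Rhodamine-labelled pBACH1 10-mer (100 nM) bound to BRCT domain (100 nM) at pH 7.3; compounds incubated 12 min room temperature, polarization read. Free peptide defines full inhibition; unlabelled decapeptide titrated as control.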
ERK AVP inh: inhibitors of vasopressin-stimulated ERK signaling pathway. 72,000 tested, 0.99% active. AID 995. Potency, µM (highest dose often 57.5 µM), for the others: at the highest dose activity, negative = inhibition, usual class: inhibitors. HEK293-V1b, vasopressin-stimulated pERK AlphaScreen; further: potency means the concentration at half of the fitted maximal effect; on the % scale 0 is the no-effect control and ±100 the full control effect; nearly all actives have a fitted effect of over 55% in size
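Phosphorylated ERK1/2 detected via AlphaScreen bead proximity in lysates of V1b-expressing HEK293 cells given 25 nM vasopressin for 5 min after 30 min compound exposure (37 °C). AC50 from Hill equation; basal DMSO 0%, vasopressin 100%.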
HEK293 cAMP ctrl: counter-screen for TSHR agonists: cAMP increase in parental HEK293; 73,000 tested, 2.5% active; parental HEK293 CNG cAMP sensor, membrane potential fluorescence; Potency, µM (top dose mostly 57.1 µM), for inactives: top-dose activation, most hits filed as activators; further: potency means the concentration at half of the fitted maximal effect; % of control where 0% means no effect; nearly all actives have a fitted effect of over 55% in size
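Parental HEK 293 cells stably expressing a cAMP-gated CNG channel were loaded with membrane potential dye containing 100 uM RO 20-1724 for 60 min. Compound added for 30 min; depolarization read as fluorescence intensity at 590 nm.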
The depositor's hits bear a star; i = inactive; ? = inconclusive; . = not tested or not shown; [ ] = another dose, or the depositor's remark. Unless noted, the call rests on the fitted dose curve; in most records, active means well fitted curve in the direction sought with a large enough effect; inconclusive means small, poorly fitted or top-dose-only effect, or another doubt; inactive means no such curve, though single readings can be large; an effect the other way counts as inactive or inconclusive.

Sample of the layout, two compounds:
nr	Compound	BRCT inh red	USP2a inh	BRCT PPI green	A350 autofl	HEK293 cAMP ctrl	CRE-bla Fsk	Caspase-7 inhib	ERK AVP inh	Tau fil binding	Caspase-1 inhib	FLuc inh
1	CCCc1nc(N)c(C#N)c(-c2cccnc2)c1CC	0.1%	.	-0.3%	.	15%	13µM*	0%	.	-4%	-3%	2%
2	CSc1ccc(C(=O)c2[nH]c(=O)[nH]c2C)cc1	-1.7%	2%	-1.5%	i	?	-7%	1%	-19%	-10%	0%	-6%

Results, previewed entries included:
nr	Compound	BRCT inh red	USP2a inh	BRCT PPI green	A350 autofl	HEK293 cAMP ctrl	CRE-bla Fsk	Caspase-7 inhib	ERK AVP inh	Tau fil binding	Caspase-1 inhib	FLuc inh
1	CCCc1nc(N)c(C#N)c(-c2cccnc2)c1CC	0.1%	.	-0.3%	.	15%	13µM*	0%	.	-4%	-3%	2%
2	CSc1ccc(C(=O)c2[nH]c(=O)[nH]c2C)cc1	-1.7%	2%	-1.5%	i	?	-7%	1%	-19%	-10%	0%	-6%
3	Cn1c(=O)c(NC(=O)c2ccccc2)c2n(c1=S)CCCCC2	-1.0%	-3%	-0.2%	i	3%	-5%	-2%	12%	6%	-1%	0%
4	O=C(c1cccc(F)c1)N1CCC2(CC1)CN(c1ccccn1)C2	-0.3%	-22%	-2.7%	i	11%	-17%	1%	-9%	7%	-14%	-2%[11.4 µM]
5	CCc1nnc2sc(-c3ccc(NC(=O)CSc4ccc(Cl)cc4)cc3)nn12	-0.8%	15%	0.1%	1.1e-08M*	10%	?	1%	-28%	28%	0%	0%
6	Nc1cc(S(=O)(=O)C(F)(F)F)ccc1C(=O)O	-1.1%	-9%	-2.4%	?	2%	-16%	0%	-8%	1%	0%	1%
7	CCOc1ccc2nc(SCC(=O)c3cccs3)sc2c1	-1.3%	-10%	2.2%	i	22%	17%	-3%	-11%	0%	-5%	-21%
8	Cc1nc2ccccn2c1C(=O)NCCCN1CCOCC1	1.1%	.	-0.1%	i	3%	-2%	0%	-2%	-1%	-2%	2%
9	COc1ccc(NC(=O)CN(C)S(=O)(=O)c2ccc3c(c2)OCCO3)c2ncccc12	-1.5%	19%	-0.8%	?	8%	?	1%	-11%	36%	-5%	4%
10	CSc1n[nH]c(NCc2ccccc2)n1	-2.1%	0%	-2.8%	i	0%	-5%	1%	-4%	7%	0%	-1%

In a second layout: 4 of the compounds above
Sequence of screens: BRCT inh red	USP2a inh	BRCT PPI green	A350 autofl	HEK293 cAMP ctrl	CRE-bla Fsk	Caspase-7 inhib	ERK AVP inh	Tau fil binding	Caspase-1 inhib	FLuc inh
2: CSc1ccc(C(=O)c2[nH]c(=O)[nH]c2C)cc1
  -1.7%	2%	-1.5%	i	?	-7%	1%	-19%	-10%	0%	-6%
4: O=C(c1cccc(F)c1)N1CCC2(CC1)CN(c1ccccn1)C2
  -0.3%	-22%	-2.7%	i	11%	-17%	1%	-9%	7%	-14%	-2%[11.4 µM]
3: Cn1c(=O)c(NC(=O)c2ccccc2)c2n(c1=S)CCCCC2
  -1.0%	-3%	-0.2%	i	3%	-5%	-2%	12%	6%	-1%	0%
8: Cc1nc2ccccn2c1C(=O)NCCCN1CCOCC1
  1.1%	.	-0.1%	i	3%	-2%	0%	-2%	-1%	-2%	2%

More entries.
nr	Compound	BRCT inh red	USP2a inh	BRCT PPI green	A350 autofl	HEK293 cAMP ctrl	CRE-bla Fsk	Caspase-7 inhib	ERK AVP inh	Tau fil binding	Caspase-1 inhib	FLuc inh
11	C[C@@]1(C(NC(=O)c2cccs2)c2ccc(-c3ccccc3)cc2)C[C@H]1C1CCCCC1 (stereo partly specified)	-0.6%	.	-2.6%	.	15%	3%	-1%	-2%	13%	-2%	.
12	COc1ccc2[nH]cc(C(=O)N3CCCCC3)c(=O)c2c1	-2.2%	.	-2.2%	1.4e-08M*	3%	-3%	-2%	-3%	-1%	0%	2%
13	CC(=O)NCCNc1nc(-c2c(C)noc2C)nc2ccccc12	-1.0%	1%	-2.1%	i	3%	?	-1%	-10%	0%	-2%	0%[2.29 µM]
14	CC1CCCC(C)N1CCCNC(=O)Cn1cc2c(n1)CCCC2 (stereo unspecified)	1.1%	.	1.1%	.	-4%	-8%	-2%	-12%	14%	-4%	1%
15	C[C@H]1COC(=O)[C@H]2CCCN2C(=O)[C@@H](C)COC(=O)[C@H](Cc2ccccc2)NC1=O	0.1%[15.4 µM]	.	-1.7%[15.4 µM]	.	-3%[11.4 µM]	.	-1%[11.5 µM]	1%[11.5 µM]	.	0%[11.5 µM]	0%[11.4 µM]
16	COc1ccc(C(=O)NC(=O)N2CCCCC2)cc1	0.8%	1%	0.6%	i	3%	-2%	1%	-5%	6%	-1%	-2%
17	Cn1c(=O)n(CC(=O)NCc2cccnc2)c2ccccc21	-0.9%	-2%	-1.9%	i	6%	23%	1%	10%	-1%	-1%	2%
18	CN(C)Cc1ccccc1-c1nc(N2CCOCC2)c2ccccc2n1	-0.3%	-12%	1.3%	i	7.9µM*	?	1%	14%	-8%	-4%	0%[2.29 µM]
19	CCCCc1ccc(NC(=O)N[C@H](C(=O)O)C(C)C)cc1	0.7%	2%	-1.6%	i	6%	-7%	-1%	2%	5%	-3%	-2%
20	Cc1ccccc1NC(=O)c1ccccc1O	0.7%	-7%	-2.8%	1.4e-08M*	8%	1%	1%	?	-15%	-3%	-5%

Remaining list, next part
nr	Compound	BRCT inh red	USP2a inh	BRCT PPI green	A350 autofl	HEK293 cAMP ctrl	CRE-bla Fsk	Caspase-7 inhib	ERK AVP inh	Tau fil binding	Caspase-1 inhib	FLuc inh
21	CC(C)(C)c1ccc(-c2nc(C#N)c(NCc3ccncc3)o2)cc1	-0.4%	35%[activator]	-3.9%	i	-5%	?	-4%	?	14%	-4%	20µM*
22	Cn1c(=O)c2c(nc(SCC(=O)NCc3ccco3)n2C)n(C)c1=O	0.6%	-4%	-2.5%	i	-5%	-2%	1%	-25%	0%	-1%	3%
23	O=C(O)c1cccc(NS(=O)(=O)c2ccc3nnn(O)c3c2)c1	0.2%	-11%	-2.1%	i	2%	?	7%	-3%	10%	2%	1%
24	Cc1cc(C)c2cc(CN(CCO)Cc3nnnn3Cc3ccc(F)cc3)c(=O)[nH]c2c1	-1.4%	37%[activator]	1.1%	i	7%	0%	0%	-2%	13%	-2%	2%
25	CN(CC(=O)Nc1ccc(C#N)cc1)Cc1ccc(Cl)cc1	-2.2%	8%	-0.9%	i	18%	10%	0%	10%	-3%	-2%	1%
26	CC1(C)CC(=O)C2=C(C1)OC(=O)C2(NC(=O)c1cccs1)C(F)(F)F (stereo unspecified)	0.6%	-11%	-1.5%	i	7%	-5%	-1%	1%	10%	1%	-3%
27	Cc1ccc2cccc(S(=O)(=O)Nc3ccc4c(c3)OCO4)c2n1	-0.8%	30%[activator]	-2.0%	i	7%	?	-12%	0%	7.9µM*	-7%	1%
28	CCc1ccccc1NC(=O)c1nnn(CC(=O)Nc2cccc(C)c2C)c1N	0.0%	-21%	-0.7%	i	0%	4%	-4%	-1%	217%	-2%	4%
29	Cc1cc(NC(=O)COC(=O)c2cccc(S(=O)(=O)N3CCOCC3)c2)no1	1.2%	-1%	-2.6%	i	2%	0%	1%	-23%	-3%	-1%	4%
30	CCCOC(=O)Nc1ccc(S(=O)(=O)Nn2cnnc2)cc1	-0.7%	2%[7.66 µM]	0.2%	.	7%[11.4 µM]	?	-9%	5%	6%[11.4 µM]	?	1%
31	c1cc(NNc2cccc(-c3nn[nH]n3)c2)cc(-c2nn[nH]n2)c1	0.4%[15.4 µM]	.	-0.5%[15.4 µM]	i	4%[11.4 µM]	14%[7.6 µM]	1%[11.5 µM]	5%[11.5 µM]	9%[11.4 µM]	-2%[11.5 µM]	1%[11.4 µM]
